GSK3A inh: inhibitors of human GSK-3 alpha kinase. P49840. ADP-Glo luminescence, 60 min. inhibition, % at 10 µM. actives 0.1% (n = 320,000). AID 2650;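 in the data active means inhibition above about 50%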;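 further: GST-tagged GSK-3 alpha with peptide substrate and 25 µM ATP; 0% = DMSO neutral wells and 100% = GW8510 positive control wells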
Target sequence (P49840 whole entry, looked up): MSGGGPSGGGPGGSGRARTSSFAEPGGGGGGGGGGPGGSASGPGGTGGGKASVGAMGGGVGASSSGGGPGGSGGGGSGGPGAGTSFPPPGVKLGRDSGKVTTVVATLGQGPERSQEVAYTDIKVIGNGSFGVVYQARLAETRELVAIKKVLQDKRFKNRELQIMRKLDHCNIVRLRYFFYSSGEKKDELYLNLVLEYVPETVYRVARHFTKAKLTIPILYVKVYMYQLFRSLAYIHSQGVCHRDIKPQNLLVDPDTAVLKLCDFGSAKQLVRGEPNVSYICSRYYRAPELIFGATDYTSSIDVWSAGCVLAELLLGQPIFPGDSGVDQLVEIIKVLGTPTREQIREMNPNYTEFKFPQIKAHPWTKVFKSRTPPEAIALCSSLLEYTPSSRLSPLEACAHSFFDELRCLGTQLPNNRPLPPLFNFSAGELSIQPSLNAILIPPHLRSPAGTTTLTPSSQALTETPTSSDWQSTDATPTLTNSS
HSF-1 act: increases HSF-1 driven luciferase reporter signal; NIH3T3-HGL HSF-1 luciferase reporter, MG132, 8 h; 100% = twice DMSO control signal; activation, % at 9 µM; actives 1.7% (n = 300,000);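 active means mean replicate activation of at least 50% with a set share of replicates each reaching 50%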;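 further: 0% = median of the neutral control wells and 100% = twice that signal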
AI-2 QS mod: modulators of Vibrio harveyi AI-2 quorum sensing system; activity change, % at 7.5 µM; Vibrio harveyi JMH597 AI-2 luminescence/OD600 ratio, 9 h; stronger effect = lower value; strain lacks LuxN and CqsS sensors; 0 = neutral-control median; actives 0.4% (n = 300,000); AID 2094; in the data active means activity change below about -75%, passing the limit was not always enough;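 further: luminescence divided by OD600 gain over 9 h not by final OD600 alone; inactives centre near 13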
HSP90 inh: blocks HSP90-mediated luciferase refolding in reticulocyte lysate; inhibition, % at 5.6 µM; Rabbit reticulocyte lysate, luciferase refolding luminescence, 3 h; AID 1789; actives 0.91% (n = 290,000);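 active means inhibition above the screen-wide mean plus 3 SD, computed separately per campaign, cut at about 16% in these data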;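 further: 0% = DMSO wells and 100% = 60 µM geldanamycin wells; inhibitors lower the luminescence because luciferase stays unfolded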
Platelet DG rel: platelet dense granule release activity. human platelet-rich plasma, SFLLRN dense granule ATP release, luminescence. inhibition, %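 (compounds screened at 7.5 µM in platelet-rich plasma)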. actives 0.22% (n = 300,000). AID 1663;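 active means mean replicate score, as percent of positive control, at or above 50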
GSK3B inh: human GSK3beta kinase inhibition; P49841; GST-GSK3beta kinase, ADP-Glo luminescence, 60 min; stronger effect = lower value; activity score (negative = inhibition), % at 10 µM; actives 0.038% (n = 300,000);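 active means more than half of replicate wells score below -50%, meaning over 50% inhibition versus plate controls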;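 further: 0% = median DMSO wells and -100% = median GW8510 positive control wells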
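Assay system: GST-tagged human GSK3beta kinase, cell-free; Input: 1.6 ng GSK3beta; Medium: Tris/MgCl2 kinase buffer; Timing: 60 min enzyme reaction, room temperature; Signal: ADP-Glo luminescence quantifying ADP generated by kinase; Evaluation: score relative to plate controls; Benchmarks: DMSO neutral wells and GW8510 at 20 µM as positive.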
Dyrk1A ADPGlo: inhibitors of rat Dyrk1A kinase | Q63470 | ADP-Glo luminescence, NFATc1 peptide | inhibition, % at 12.5 µM | actives 0.43% (n = 310,000) | AID 504441; in the data active means inhibition above about 50%;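 further: plate controls were vehicle with enzyme for no effect and no enzyme for full effect; many of its hits are not listed in these tables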
PolyA inh: inhibitors of polyadenylation in S. cerevisiae; S. cerevisiae SKY197-pL101 polyadenylation reporter, beta-gal luminescence; efflux-impaired pdr1/pdr3 knockout yeast; score 100 = 6 SD above DMSO; calls only at 12 µM; actives 0.02% (n = 300,000); AID 1875;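 active means lowest replicate activity score at least 50, where 100 means six control SD above control mean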;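 further: yeast exposed to compound for 9 h at 30 °C; higher score means more reporter readthrough which indicates perturbed polyadenylation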
HSF1 inh: HSF1 inhibition. NIH3T3-HGL HSE-luciferase, MG132-induced, luminescence 8 h; stronger effect = lower value. activity change, negative = inhibition, % at 7.5 µM (by protocol). actives 0.77% (n = 300,000). AID 2098;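 active means more than half of replicate wells show activity change below -50%, luminescence cut by over half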;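 further: luciferase reports HSF-1 transcriptional activity via heat shock element; 0% = median of DMSO wells and -100% = zero luminescence signal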
HDAC3 inhib: human HDAC3 inhibition; O15379; recombinant HDAC3, fluorogenic peptide/trypsin coupled, fluorescence; inhibition, % at 8.3 µM; actives 0.15% (n = 320,000); in the data active means inhibition above about 26%, passing the limit was not always enough
Target sequence (O15379 whole entry, looked up): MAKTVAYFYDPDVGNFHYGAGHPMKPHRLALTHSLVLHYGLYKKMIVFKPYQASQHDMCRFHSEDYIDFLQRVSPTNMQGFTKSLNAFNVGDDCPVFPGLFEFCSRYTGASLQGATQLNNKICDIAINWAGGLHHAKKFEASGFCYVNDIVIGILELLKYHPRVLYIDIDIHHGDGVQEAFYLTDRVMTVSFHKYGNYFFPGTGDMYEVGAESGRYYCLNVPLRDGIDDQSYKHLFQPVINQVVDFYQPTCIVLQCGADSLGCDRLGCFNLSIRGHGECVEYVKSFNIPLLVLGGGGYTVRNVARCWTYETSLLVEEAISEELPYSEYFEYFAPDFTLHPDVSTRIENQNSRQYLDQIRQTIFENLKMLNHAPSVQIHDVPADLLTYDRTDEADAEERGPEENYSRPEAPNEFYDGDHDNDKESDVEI
Starred values were filed as active, the others as inactive; i = inactive; . = not tested or not shown. Only part of the results is shown; count on the stated rates, not on these rows.

compound	GSK3A inh	HSF-1 act	AI-2 QS mod	HSP90 inh	Platelet DG rel	GSK3B inh	Dyrk1A ADPGlo	PolyA inh	HSF1 inh	HDAC3 inhib
CCCCN(CCCC)C(=O)c1nsnc1-c1ccccc1O	0	39	8	-1	-1	-2	3	i	6	-4
Cc1ccc(-c2c(C)n([O-])c3c([n+]2=O)CCCC3)o1	1	-19	6	-1	3	-1	3	i	0	1
O=C(NNC(=S)Nc1ccc(Cl)cc1)c1ccccc1	-3	26	30	-1	23	4	8	.	16	4
Cc1cccc(C)c1NC(=O)[C@@]1(CC(=O)O)CC(/C=C/c2ccccc2)=NO1	-4	-1	9	2	9	-3	-1	i	-7	5
COc1c(Br)cc(Br)cc1C(=O)O	-2	112*	23	1	2	3	4	i	87	0
O=S(=O)(Nc1cccc2ccccc12)c1cccs1	0	29	8	-3	0	3	.	i	27	10
O=C(CN1CCCc2ccccc21)NCc1ccc2c(c1)OCO2	-3	-6	1	1	-1	-4	-1	i	1	4
C/C(=N\NC(=O)Cc1c(C)[nH][nH]c1=O)c1cccc(Br)c1	-5	25	4	-8	-29	8	-4	i	11	5
O=C(CN1C(=O)C(=O)c2ccccc21)OCN1C(=O)c2ccccc2C1=O	-1	-11	12	-4	4	2	-9	i	3	2
O=C(CSc1nnc2ccc(-c3cccnc3)nn12)Nc1cccc(F)c1	.	40	4	.	9	2	-8	i	8	.
O=C1CC2(CCN(C(=O)COc3ccc(Cl)cc3)CC2)Oc2ccccc21	-1	9	27	.	-30	-2	15	i	6	-1
CN1C(C(=O)NCc2cccc(Br)c2)CC2Cn3c(nc4cc(Cl)c(Cl)cc43)C21 (centres undefined)	-3	-4	15	.	-3	-1	-10	i	1	1
Cc1ccc(NCC(=O)c2ccccc2)cc1Cl	-1	-25	18	-1	4	4	-1	i	-21	1
O=C(Nc1ccc2ccccc2c1)c1ccc(Cl)cc1	4	-3	15	23*	-6	2	4	i	-7	-7
CCn1c(N2CCC(Cc3ccccc3)CC2)nc2c1c(=O)[nH]c(=O)n2C	2	2	26	3	-9	-5	-2	i	2	5
CC12CCC(C(=O)Nc3c(Cl)cccc3Cl)(C(Br)C1=O)C2(C)C (centres undefined)	-2	-6	1	-2	-7	1	-1	i	-3	3
Cc1ccc(C(=O)NCC(=O)N2CCCCCC2)cc1	-1	-2	16	-5	-1	0	1	i	-11	1
O=C(CSc1nc2cc(C(F)(F)F)ccc2n1Cc1ccccc1)NC1CCS(=O)(=O)C1 (centres undefined)	-4	7	13	-1	14	3	5	i	0	-2
CCn1c2ccccc2c2cc(NC(=O)c3cccc(OC)c3OC)ccc21	-4	1	17	2	0	0	2	i	-3	3
FC(F)(F)c1cccc(N2CCN(CC3CC=CCC3)CC2)c1 (centres undefined)	.	-14	17	4	-3	5	13	i	-3	3
CC(C)Oc1ccc(CSc2ncn[nH]2)cc1	0	3	47	-2	-1	-2	-4	i	3	0
Cc1ccc(NC(=O)CN(C)C(=O)c2ccc(COc3ccccc3)cc2)cc1	-1	1	21	.	16	4	11	i	6	-1
CCN1CCc2c(OCc3ccc(C)cc3)cccc2C1=O	1	.	28	2	.	3	7	.	.	-3
Cc1ccc2c(Cl)c(C(=O)NCC3CCCO3)sc2c1 (centres undefined)	0	54*	3	1	9	3	3	i	29	0
N#CC1=C(N)C(C#N)(C#N)C(c2ccncc2)C2CN(C(=O)OCc3ccccc3)CC=C12 (centres undefined)	.	15	5	7	2	-3	1	i	5	3
Cc1ccc(C)c2[nH]c(=O)c(CN(Cc3ccc4c(c3)OCO4)Cc3nnnn3Cc3ccco3)cc12	5	-1	5	-1	6	1	1	i	0	11
O=C(Nc1ccc(F)cc1)NC1CCCCC1	-4	-1	14	-5	8	0	-1	i	-8	1
COC(=O)[C@H](CC(C)C)NC(=O)NC1CCCc2ccccc21 (some centres undefined)	-2	24	15	3	-2	1	1	i	-1	-5
COc1ccc2oc(=O)c(C(=O)NCc3ccc(F)cc3)cc2c1	1	2	11	1	6	2	10	i	-2	-1
C[C@@H]1C[C@H]2[C@@H]3CCC4=CC(=O)C=C[C@]4(C)[C@@]3(F)[C@@H](O)C[C@]2(C)[C@H]1C(=O)CO	1	-54	21	-3	-1	1	4	i	-44	-3
COC(=O)N/N=C/c1cc(C)n(-c2cccc3ccccc23)c1C	-1	1	7	1	-5	2	-1	i	5	-1
CC(C)NC(=O)C(=O)NCCC1CCCCN1S(=O)(=O)c1cccs1 (centres undefined)	-3	1	15	.	5	-2	-2	i	-1	.
CCOC(=O)N1CCC(n2c(SCC(=O)NCc3ccco3)nc3ccsc3c2=O)CC1	-3	7	-4	1	-2	0	2	i	1	-2
O=C(NCCN1CCOCC1)c1cc2ccccc2[nH]1	-2	-5	15	1	-1	1	5	i	3	-2
CCCCOC(=O)c1ccccc1N1C(=O)C2C3CCC(C3)C2C1=O (centres undefined)	-4	0	8	-6	16	3	0	i	0	8
O=C1CCCc2nc(N3CCN(C(=O)c4ccco4)CC3)ncc21	-1	30	14	-1	-7	2	-7	i	7	11
O=C(NC1CC(=O)N(c2ccc(F)cc2)C1)N1CCN(C(=O)c2ccco2)CC1 (centres undefined)	3	0	15	.	2	3	0	i	-6	-8
CC(C)C1Nc2ccc(S(=O)(=O)N3CCOCC3)cc2NC1=O (centres undefined)	0	-3	17	1	5	3	-2	i	-8	4
COc1ccc(CNC(=O)c2ccc(=O)oc2)cc1OC	1	-4	5	-1	1	8	1	i	-9	5
COc1ccc(/C=N\Nc2ccccc2[N+](=O)[O-])c(C(=O)O)c1OC	-2	-28	-1	18*	0	3	-8	i	-18	.
O=C(C[C@H]1C(=O)N(C2CCCCC2)C[C@@H]1Cc1ccccc1)Nc1ccccc1	0	8	21	1	2	6	2	i	3	10
O=C(O)c1ccc[n+](Cc2ccc([N+](=O)[O-])cc2)c1	1	-2	23	.	7	-1	.	i	9	5
CN1C(=O)[C@H]2[C@@H](/C=C/c3ccccc3)N3C(=O)CN(CC4CC4)C(=O)[C@@]3(C)[C@H]2C1=O	4	-4	3	-1	-5	1	0	i	-4	0
Cc1onc(-c2ccccc2Cl)c1C(=O)NC(=S)Nc1ccccc1C(N)=O	0	13	-17	-1	14	0	-1	i	6	2
c1ccc(-c2cn(-c3ccccc3)c3ncnc(N4CCCCC4)c23)cc1	-1	-4	9	1	-1	1	.	i	3	0
CC1(C)CC(CCC(=O)Nc2ccc(S(N)(=O)=O)cc2)C(=O)O1 (centres undefined)	4	-4	24	2	-3	2	-3	i	-13	-2
O=[N+]([O-])c1ccccc1/C=C/C=N/n1c(-c2ccccc2)n[nH]c1=S	-2	4	-8	6	1	-1	-1	i	-1	8
COc1cccc(-c2cc(C(=O)NCCc3ccccc3)no2)c1	-7	6	29	0	0	0	0	i	5	-2

Grouped by structure, the compounds so far containing a CF3 group (2)
compound	GSK3A inh	HSF-1 act	AI-2 QS mod	HSP90 inh	Platelet DG rel	GSK3B inh	Dyrk1A ADPGlo	PolyA inh	HSF1 inh	HDAC3 inhib
O=C(CSc1nc2cc(C(F)(F)F)ccc2n1Cc1ccccc1)NC1CCS(=O)(=O)C1 (centres undefined)	-4	7	13	-1	14	3	5	i	0	-2
FC(F)(F)c1cccc(N2CCN(CC3CC=CCC3)CC2)c1 (centres undefined)	.	-14	17	4	-3	5	13	i	-3	3

Following part
compound	GSK3A inh	HSF-1 act	AI-2 QS mod	HSP90 inh	Platelet DG rel	GSK3B inh	Dyrk1A ADPGlo	PolyA inh	HSF1 inh	HDAC3 inhib
O=C(CNC(=S)N(CCCN1CCOCC1)Cc1cccs1)NC1CC1	-1	4	0	1	-8	-19	-5	i	-6	-6
O=C(Oc1cccc2cccnc12)c1cccc(-n2cnnn2)c1	0	8	14	-3	5	4	20	i	0	3
O=C(COc1ccc(C(=O)NCc2cccnc2)cc1)Nc1cccc(C(F)(F)F)c1	-1	23	14	.	-2	4	21	i	-1	-3
Cn1cc(CN2CCC(n3nccc3NC(=O)CCOc3ccccc3)CC2)cn1	-2	13	35	3	-34	2	-3	i	-5	0
Cc1cccc(NC(=O)c2cc(S(=O)(=O)N3CCC4(CC3)OCCO4)ccc2F)c1	-3	12	5	-7	-9	0	1	i	-1	2
CC1=NNC(=O)C1CCC(=O)N/N=C\c1ccc(Cl)c(Cl)c1 (centres undefined)	4	-17	7	-3	3	-18	-2	i	-11	4
O=C(CN1CCN(S(=O)(=O)c2ccccc2)CC1)NC1CC1	-2	-18	4	-2	2	4	1	i	-2	0
Cc1[nH]n(-c2ccc(Cl)cc2)c(=O)c1/C=N/c1nnc(-c2ccccc2)s1	0	25	2	-3	-16	3	-3	i	5	0
Cn1c(SCc2nc3ccccc3[nH]2)nnc1-c1cnccn1	-4	10	20	-2	1	-1	2	i	-3	0
CCOc1ccc(S(=O)(=O)N2CCCCC2)cc1NC(=O)CN1C(=O)NC(CC)(c2ccccc2)C1=O (centres undefined)	0	0	17	-3	10	-2	7	i	11	12
COC(=O)c1ccc(OCC(O)CN2CCN(C(=O)c3ccco3)CC2)cc1 (centres undefined)	-2	-7	1	-1	-5	1	-3	i	-7	5
O=C(NC1CCCCCCC1)c1ccco1	-6	15	18	0	-14	0	3	i	0	1
